E-sel inducer – E-selectin induction on HUVECs. AID 686992. P16581. HUVEC E-selectin immunofluorescence imaging; normalized: neutral wells 0, TNF-alpha wells 100. activation, % at 7.58 µM. 260,000 compounds, 0.37% hits;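 active = mean E-selectin-positive cell signal at least 10% of the positive control, reached in at least 60% of replicates, without over 20% cell loss; inconclusive = no rule given, readout overlaps actives, possibly toxicity-flagged; inactive = the rest, including those meeting only one limit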;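 note: in these data hits start at about 27%; measured in HUVEC primary endothelial cells; signal is the percent of cells scored E-selectin positive by PE staining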
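System: HUVEC, human umbilical vein endothelial cells; quantity: 3,000 cells/well; buffer or medium: EGM-2 medium, gelatin-coated wells; dosing: single-point compound dose; detection: immunofluorescence imaging; evaluation: % PE-positive cells; benchmarks: TNF-alpha, DMSO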
RAD52 inh – inhibitors of human RAD52 DNA annealing. 360,000 compounds, 0.46% hits. AID 651710. inhibition, % at 18.7 µM. P43351. recombinant RAD52 DNA annealing, FRET fluorescence;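 active = every replicate showing at least 50% inhibition; inconclusive = mean inhibition at least 50% but not in every replicate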
Casp6 inh – inhibitors of human caspase-6; inhibition, % at 12.5 µM; AID 686996; 350,000 compounds, 0.53% hits; P55212; purified caspase-6, Z-VEID-R110 cleavage fluorescence;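 active = mean inhibition across replicates at least about 35%, with every replicate also reaching that limit, limit read from the data; inconclusive = only one of the two criteria met; inactive = neither criterion met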;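 note: 0% = median of neutral control wells and 100% = no fluorescence left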
Target sequence (P55212 24-179 limits assumed): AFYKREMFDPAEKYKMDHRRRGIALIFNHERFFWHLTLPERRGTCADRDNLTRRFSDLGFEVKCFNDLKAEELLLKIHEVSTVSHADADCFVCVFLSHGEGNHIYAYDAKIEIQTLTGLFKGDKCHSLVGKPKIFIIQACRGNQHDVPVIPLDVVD
Target sequence (P55212 194-293 limits assumed): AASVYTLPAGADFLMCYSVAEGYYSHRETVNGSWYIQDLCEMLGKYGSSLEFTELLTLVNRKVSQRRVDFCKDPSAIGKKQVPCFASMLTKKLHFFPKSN
INS-1E GSIS act – GLuc luminescence reporter in INS-1E cells, primary screen for activators of glucose-dependent secretion of insulin; 370,000 compounds, 0.61% hits; activation, % at 16.6 µM; INS-1E GLuc reporter insulin secretion, 2-3 h;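 active = lowest replicate activation of at least 40%, so every replicate reaches that level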;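 note: 0% = median of neutral control wells and 100% = median of IBMX positive control wells; some compounds called inactive have numbers as strong as hits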
Xi reactivation – activators of X-chromosome reactivation in mouse fibroblasts | 360,000 compounds, 0.055% hits | activation, % at 7.58 µM | XiGFP mouse fibroblasts, % GFP-positive cells imaging, 3 d; cells co-treated with 5-aza-dC sensitizer; scaled so ellipticine positive control = 100%;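 active = mean normalized replicate activation at least 10% and every replicate at or above 10%; inconclusive = only one of the two criteria met; inactive = mean below 10% and not all replicates reach 10%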;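 note: 0% = median of on-plate neutral control wells and 100% = ellipticine 6 µM median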
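System: 68-5-11 XiGFP fibroblast line; Timing: 3 days compound exposure; Compound dosing: one concentration, pinned; Benchmarks: positive control ellipticine, 6 µM final; Buffer or medium: DMEM containing 5-aza-dC.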
CFTR F508del cor – correctors of CFTR F508del function in bronchial epithelial cells | 350,000 compounds, 0.36% hits | CFBE cells, YFP halide quenching; stimulated with forskolin plus potentiator P3; % fluorescence drop versus neutral controls | activity (quench increase), % at 7.58 µM;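 active = mean added fluorescence quench of at least 8% versus neutral control, with both replicates also reaching 8%; inconclusive = only one of the mean or replicate conditions met; inactive = mean below 8% and not both replicates reaching 8%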;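 note: cells transiently co-express mutant CFTR-F508del with the halide-sensitive YFP; corrector assay measuring rescue of mutant channel to the surface after 24 h compound exposure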
DENV2 CPE – protects cells from dengue virus 2 cytopathic effect. DENV2-infected cells, cytopathic effect rescue, plate reader. CPE inhibition, % at 9.99 µM. 350,000 compounds, 1.7% hits. AID 651640; in the data active = CPE inhibition above about 20%, passing the limit was not always enough; inconclusive = no clear call, values can overlap the other calls; tested in BHK-21 cells;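 note: 0% = median of neutral control wells and 100% = median of positive control wells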
RAD54 inh – inhibitors of human RAD54 branch migration; Q92698; RAD54 Holliday junction branch migration, FAM/BHQ fluorescence; inhibition, % at 10.4 µM; 360,000 compounds, 0.14% hits; AID 602329;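 active = mean normalized replicate activity at least 40 and at least half of replicates scoring 40 or more; inconclusive = only one of the two criteria met; inactive = mean below 40 and under half of replicates reaching 40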;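 note: 0% = median of neutral control wells and 100% = median of positive control wells; inhibitors cause a drop in the FAM fluorescence signal; in these data hits start at about 50%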
Target sequence (Q92698 whole entry, looked up): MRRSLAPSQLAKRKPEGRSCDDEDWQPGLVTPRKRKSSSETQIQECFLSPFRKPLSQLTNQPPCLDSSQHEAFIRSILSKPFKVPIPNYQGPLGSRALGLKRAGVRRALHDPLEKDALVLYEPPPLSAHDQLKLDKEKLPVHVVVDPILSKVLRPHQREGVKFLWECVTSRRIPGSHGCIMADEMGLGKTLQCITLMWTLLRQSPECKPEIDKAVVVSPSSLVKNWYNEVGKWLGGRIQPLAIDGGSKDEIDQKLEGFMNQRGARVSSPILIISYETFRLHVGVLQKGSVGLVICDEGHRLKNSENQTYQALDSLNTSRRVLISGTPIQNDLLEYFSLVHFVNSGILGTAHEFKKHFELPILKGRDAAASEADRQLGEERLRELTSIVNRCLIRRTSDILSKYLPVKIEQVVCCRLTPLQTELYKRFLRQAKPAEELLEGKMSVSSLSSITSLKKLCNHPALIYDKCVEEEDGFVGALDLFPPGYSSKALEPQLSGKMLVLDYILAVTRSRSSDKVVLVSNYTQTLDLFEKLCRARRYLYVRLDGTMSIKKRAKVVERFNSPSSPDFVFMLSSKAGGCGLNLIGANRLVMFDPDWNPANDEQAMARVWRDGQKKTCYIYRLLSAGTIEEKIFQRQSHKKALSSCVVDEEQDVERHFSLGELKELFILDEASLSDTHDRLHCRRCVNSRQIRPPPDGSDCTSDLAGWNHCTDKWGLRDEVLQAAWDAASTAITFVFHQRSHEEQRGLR
The depositor's hits bear a star; ? = inconclusive; . = no result given; & = joins results of further samples.

SMILES	E-sel inducer	RAD52 inh	Casp6 inh	INS-1E GSIS act	Xi reactivation	CFTR F508del cor	DENV2 CPE	RAD54 inh
CCC(C)[C@H](NC(=O)NCc1ccc(Cl)cc1)C(=O)O (some centres undefined)	.	-19	2	13	-0.2	-3.6	10	.
CCOC(=O)C1(CCOc2ccccc2)CCN(Cc2cccc(OC)c2)CC1	0.2	-7	1	3	0.2	0.7	12	7
O=C(CCn1nnc2ccccc21)N/N=C\Cc1ccccc1	.	-30	-5	-1	0.1	-3.0	.	.
CN(Cc1nccs1)C(=O)c1ccc2nc(Cc3ccccc3F)oc2c1	.	-6	2	-5	0.3	-1.6	8	-1
CC(=O)N1c2ccccc2N=C(c2ccc(C(F)(F)F)cc2)C1C(=O)NC(C)C (centres undefined)	0.6	-17	3	-4	0.0	-4.8	1	.
C[C@@H]1CN([C@@H](C)CO)S(=O)(=O)c2ccc(/C=C/c3ccccc3)cc2O[C@H]1CN(C)C	0.2	33	3	-6	0.3	-3.9	4	3
C[C@@H]1CN([C@H](C)CO)S(=O)(=O)c2ccc(C#C[C@@H](C)O)cc2O[C@H]1CN(C)Cc1ccc(-c2ccccc2)cc1	-0.1	5	1	-9	-0.9	2.6	0	9
CC(C)CN(C[C@H]1N[C@H](CO)[C@@H]1c1ccccc1)C(=O)CN(C)C	0.1	-2	-1	8	0.1	3.0	-4	0
Nc1ccc(-c2nc3cc([N+](=O)[O-])ccc3o2)cc1	.	-8	-2	11	2.5	-1.4	-7	-2
Cn1c(=O)nc2n(Cc3ccccc3)c3ccccc3cc-2c1=O	1.2	-12	0	11	-0.1	-1.5	4	.
Cc1ccccc1S(=O)(=O)N1[C@@H]2c3cccc(=O)n3C[C@H]1[C@H](CO)[C@H]2C(=O)N1CCOCC1	0.3	0	3	5	0.1	0.2	-2	-3
COc1ccc(N2CCN(c3nc4cc(C)ccc4cc3C=O)CC2)cc1	0.0	-14	-4	6	0.0	1.4	-5	-4
Cc1cc(Br)ccc1OCCN1CC(C)OC(C)C1 (centres undefined)	2.8	-8	9	11	0.4	1.8	-3	.
O=C(NCC(=O)N(c1ccccc1F)C(C(=O)NC1CCCC1)c1cccnc1)c1ccco1 (centres undefined)	.	-17	1	-13	0.0	3.4	0	12
Cc1nn(C)c(C)c1S(=O)(=O)N1CCCC(C(=O)N2CCN(c3ccccc3)CC2)C1 (centres undefined)	0.1	-8	-1	-2	0.1	-2.4	2	-2
NNC(=S)Nc1ccc(S(=O)(=O)N2CCOCC2)cc1	0.0	-18	4	-11	0.2	-1.9	-2	4
CCN(CC)CCN1C(=O)c2cccc3cc(N)cc(c23)C1=O	0.1	3	-45	10	0.3	0.4	1	?
COc1ccc(C(C(=O)NC2CCCC2)N(C(=O)c2ccco2)c2cc3c(cc2C(C)=O)OCO3)cc1OC (centres undefined)	.	-12	1	-4	0.0	0.5	-5	5
CC1CC(C)CN(S(=O)(=O)c2cccc3cccnc23)C1 (centres undefined)	.	-6	-1	1	0.1	-0.7	1	-1
COc1ccccc1S(=O)(=O)Cc1ccc(C(=O)N2CCOCC2)o1	.	-25	2	8	0.0	0.0	5	-3
Cc1noc(NC(=O)c2cccc(Cl)c2Cl)c1C#N	-1.4	-34	.	-23	0.4	2.3	4	.
OCCN1C2=NCCCN2c2ccccc21	.	-13	-4	-5	0.0	-0.4	1	-5
O=C(N[C@H]1CC[C@H](CCn2cc(C3(O)CCCC3)nn2)O[C@H]1CO)C1CCOCC1	5.5	4	1	2	-0.4	4.1	32*	8
COc1ccccc1NC(=S)NN=C(C)c1ccccn1	-0.6	-12	1	36	8.7	8.5*	-6	.
O=C(N[C@H](C(=O)N1CCC[C@H]1C(=O)NC1CCCC1)c1ccccc1)c1ccc(Cl)c(Cl)c1	-0.3	-8	-2	-20	0.2	-1.3	-13	.
SMILES	E-sel inducer	RAD52 inh	Casp6 inh	INS-1E GSIS act	Xi reactivation	CFTR F508del cor	DENV2 CPE	RAD54 inh
C[C@H](CO)N1C[C@H](C)[C@H](CN(C)C(=O)Nc2ccccc2)Oc2ccc(NC(=O)Cc3ccccc3)cc2C1=O	0.4	12	0	-11	0.0	0.3	8	5
CC=Cc1ccc2n(c1=O)C[C@@H]1[C@@H](CO)[C@H](C(=O)NCCC)N(Cc3cccc(F)c3)[C@H]21 (mixture of isomers)	-0.1	-7	-1	-2	0.0	0.2	5	9
Cn1cnc(S(=O)(=O)N[C@@H]2C=C[C@H](CC(=O)NCC3CCCCC3)O[C@@H]2CO)c1	-0.3	-8	0	2	0.1	0.2	-4	-11
CC(C)NC(=O)Nc1ccc2c(c1)CC(=O)N([C@H](C)CO)C[C@H](C)[C@H](CN(C)C(=O)NC1CCCCC1)O2	1.1	0	0	0	0.2	-3.5	-7	0
O=C(CCc1ccccc1)NNC(=O)c1ccccc1F	2.8	-1	-1	-1	0.4	0.2	0	.
O=C([C@@H]1[C@@H](CO)[C@@H]2Cn3c(ccc(/C=C/c4ccccc4)c3=O)[C@@H]2N1CC1CC1)N1CCOCC1	-1.7	-23	2	10	0.1	5.8	-8	-8
N#CC1=C(N)OC2=C(C(=O)CCC2)C1c1ccc2c(c1)OCO2 (centres undefined)	.	-21	4	14	0.2	-2.4	4	-12
C[C@H](NC(=O)c1nc[nH]c1C(=O)NCc1ccc(CNC(=O)OC(C)(C)C)cc1)C(=O)OC(C)(C)C	-0.1	-11	-2	-33	0.0	-2.3	?	0
COc1cc(/C=N\NC(=O)CC#N)ccc1OC/C=C/c1ccccc1	2.2	-6	-1	9	0.1	2.6	-6	-2
C[C@H](CO)N1C[C@H](C)[C@H](CN(C)Cc2ccccc2)Oc2ncc(-c3cc4ccccc4o3)cc2C1=O	0.3	26	1	-29	-0.2	0.1	-1	.
CN(C)C(=O)c1cccc(-c2ccc([C@@H]3[C@H](CO)N4CCCCN(C(=O)C5CCCC5)C[C@@H]34)cc2)c1	.	22	-1	.	.	0.8	-5	3
C[C@@H]1CCCCO[C@H](CN(C)C(=O)Cc2ccccc2)[C@@H](C)CN([C@H](C)CO)C(=O)c2cc(NC(=O)Nc3ccc(F)cc3)ccc2O1	0.1	7	-2	-5	-0.1	-2.2	-4	0
O=C(O)CCCCCNC(=O)OCC1c2ccccc2-c2ccccc21	.	-5	-9	3	-0.1	1.3	8	-2
N#CC(C#N)=C(N)/C(C#N)=C/c1cc(O)c(O)c(O)c1	1.1	-264	41*	.	0.1	2.5	8	-3
CC(=O)N1CCN(S(=O)(=O)c2cccc(C(=O)Nc3ccccc3N3CCCCC3)c2)CC1	.	-5	8	6	0.6	1.9	3	-9
CC1Cc2ccccc2N1C(=O)NC1CC(=O)N(c2ccc3c(c2)OCCO3)C1 (centres undefined)	-0.2	-14	4	-24	-0.1	0.2	3	.
Cc1ccc(S(=O)(=O)Nc2ccc3c(c2)CC(=O)N([C@@H](C)CO)C[C@H](C)[C@@H](CN(C)Cc2ccc(C(=O)Nc4ccccc4N)cc2)O3)cc1	-0.2	15	1	0	-1.1	-1.1	-11	.
CCC(C)NCCOCCOc1cc(C)c(Cl)c(C)c1 (centres undefined)	-0.1	-9	-3	22	0.0	.	5	.
O=C(c1ccccc1)N1C[C@@H]2[C@H](c3ccccc31)[C@@H](CO)N2C(=O)CN1CCOCC1	0.5	5	-1	4	-0.1	1.0	-6	8
COCC#Cc1cnc2c(c1)C(=O)N([C@@H](C)CO)C[C@H](C)[C@H](CN(C)S(=O)(=O)c1ccccc1)O2	-0.3	4	1	-1	-0.5	-0.3	5	-4
Cc1ccc(C(=O)N/N=C\C2CC=CCC2)cc1[N+](=O)[O-] (centres undefined)	0.0	-16	5	-27	0.1	-2.5	2	7
COCC(=O)N(CCc1ccccc1)Cc1cc2cc(C)ccc2nc1Cl	0.5	-17	2	-17	0.1	-3.6	-3	7
C[C@H]1CCCCO[C@H](CN(C)C(=O)CCC(F)(F)F)[C@@H](C)CN([C@@H](C)CO)C(=O)c2cc(NC(=O)NC3CCCCC3)ccc2O1	0.1	6	3	-14	0.3	-0.7	-4	-7
O=C(CSC1=NS(=O)(=O)c2cc(F)ccc2N1)NCc1ccccc1	.	-13	-1	1	0.0	4.0	0	.
Clc1ccccc1/C=N/N1CCN(Cc2ccccc2)CC1	.	9	-2	-17	0.1	3.6	-2	0
SMILES	E-sel inducer	RAD52 inh	Casp6 inh	INS-1E GSIS act	Xi reactivation	CFTR F508del cor	DENV2 CPE	RAD54 inh
C=CCNC(=O)c1onc(CSc2ccc(Cl)cc2)c1C(=O)NCC=C	-0.2	.	.	-19	0.0	-0.8	.	-2
Cn1c(=O)c2c(ncn2CC(=O)Nc2nc(-c3ccc(F)c(F)c3)cs2)n(C)c1=O	0.2	0	-3	0	-0.2	3.1	-2	1
COc1ccc(S(=O)(=O)Nc2ccc3c(c2)C(=O)N([C@@H](C)CO)C[C@@H](C)[C@H](CN(C)C(=O)c2ccncc2)OCCCC[C@@H](C)O3)cc1	0.5	12	-3	2	-1.1	-2.9	-1	-1
C[C@H]1CN([C@@H](C)CO)C(=O)c2cc(/C=C/c3ccccc3)cnc2O[C@H]1CN(C)C(=O)Cc1cccnc1	-0.2	-5	0	12	-0.1	0.6	9	-5
CCOC(=O)c1cncc(O)c1	.	-5	-3	15	0.0	-1.3	-3	.
CNC[C@H]1Oc2ncc(-c3cccc(C(=O)N(C)C)c3)cc2C(=O)N([C@H](C)CO)C[C@@H]1C	1.1	.	.	14	-0.7	-1.7	.	.
CCCN(C)C[C@H]1OCCCC[C@@H](C)Oc2ccc(NC(=O)CCC(F)(F)F)cc2C(=O)N([C@H](C)CO)C[C@H]1C	-0.2	27	-7	20	0.0	-1.7	-16	5
COc1cc(OC)cc(-c2c(-c3ccc(F)cc3)c3cc(-c4ccc(OC)nc4)ccc3n2C)c1	0.4	-97	7	.	0.1	1.1	2	7
O=c1[nH][nH]cc1C=Nc1ccc(Cl)cc1	.	-21	0	-2	0.0	.	1	.
Cc1ccc(-n2nc3c(c2NC(=O)C(C)C)CS(=O)(=O)C3)c(C)c1	-0.1	-5	-2	18	-0.1	1.2	16	-7
Cc1nc(COC(=O)c2cc(O)c3ccccc3c2O)cs1	5.5	-28	12	-25	-0.1	-2.8	-6	.
C[C@@H]1CN([C@@H](C)CO)C(=O)CCCn2nncc2CO[C@H]1CN(C)C(=O)OCc1ccccc1	1.7&-0.2	-13&5	1&-3	7&-5	0.2&0.1	-1.7&1.3&0.3	9&-8	-4&6
CN(CC(=O)Nc1ccccc1Br)C(=O)c1ccccc1OCc1ccccc1Cl	0.3	-3	1	-36	0.0	2.7	-2	-5
CCCC#Cc1ccc([C@H]2[C@H](CO)N3C(=O)CN(C(=O)c4ccccn4)C[C@@H]23)cc1	1.9	-11	2	11	0.2	-1.0	2	.
CCc1c(C2(O)CCCCC2)[nH]c2cnccc12	-0.1	1	-7	15	-0.1	-0.1	5	4
Cc1ccc(-c2cnc3c(c2)C(=O)N([C@@H](C)CO)C[C@@H](C)[C@@H](CN(C)C(=O)CN(C)C)O3)cc1	-0.1	10	.	11	0.1	-1.9	-7	5
Cc1ccc(C(=O)NCCONC(=O)c2ccc(C)cc2)cc1	0.3	1	2	25	-0.1	2.8	-3	9
C[C@H]1COC(=O)CC/C=C\C[C@H](CC(=O)N(CCO)Cc2ccccc2)C(=O)N1	0.0	-4	0	.	0.4	-0.2	2	5
